Diaph inh CS: inhibits diaphorase or chemically oxidizes, flagging diaphorase assay artifacts. diaphorase resazurin-to-resorufin fluorescence, NADH, 16 min; bacterial (C. kluyveri) enzyme, not human. inhibition, % at 20 µM. actives 0.69% (n = 190,000). AID 1217;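 active = primary screen inhibition at 20 µM above a set limit, cut at about 50% in these data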;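 note: plate controls were DMSO with full reaction for no effect and wells lacking NADH for full effect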
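System: Bacterial diaphorase enzyme (C. kluyveri) | Incubation: 16-min room-temperature incubation before reading | Benchmarks: No-NADH positive control and DMSO neutral control | Measured by: Resorufin fluorescence 544/590 nm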
APP transl inh: APP translation inhibition | SH-SY5Y APP 5'UTR-luciferase reporter, luminescence | inhibition, % at 2 µM | actives 0.82% (n = 190,000) | AID 1285;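 active = inhibition above a set limit, derived from the sample mean plus 3 SD, cut at about 45% in these data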; note: values of inactives mirror those of a sister screen read the other way
STAT1 blocker: inhibitors of IFN-gamma induced STAT1 signaling | actives 0.35% (n = 200,000) | inhibition, % at 5.5 µM | NIH 3T3 STAT1-luciferase reporter, luminescence;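 active = inhibition above a set limit, the mean inhibition across all tested compounds plus 3 SD, cut at about 34% in these data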;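 note: 0% = IFN-gamma with DMSO and 100% = IFN-gamma with 300 µM nifuroxazide; values of inactives mirror those of a sister screen read the other way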
Hsp70 activator: Hsp70 transcriptional activation, primary screen. HeLa Hsp70 promoter luciferase reporter, luminescence; scaled: vehicle 0, proteasome-inhibitor control 100%. activation, % at 10 µM. actives 0.04% (n = 200,000);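 active = activation above the mean across all tested compounds plus 3 SD, cutoff set per campaign, cut at about 5.5% in these data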;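 note: 100% = MG132 at 30 µM as the positive control and 0% = DMSO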
TLR4-MyD88 BLA: TLR4-MyD88 interaction inhibition in cells | O00206+Q99836 | HeLa CL3-4 TLR4/MyD88 BLA complementation, FRET ratio | inhibition, % at 8.4 µM | actives 0.18% (n = 200,000) | AID 861; in the data active = inhibition above about 25%;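 note: 0% = vehicle and 100% = reference inhibitor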
Target sequence (O00206 whole entry, looked up): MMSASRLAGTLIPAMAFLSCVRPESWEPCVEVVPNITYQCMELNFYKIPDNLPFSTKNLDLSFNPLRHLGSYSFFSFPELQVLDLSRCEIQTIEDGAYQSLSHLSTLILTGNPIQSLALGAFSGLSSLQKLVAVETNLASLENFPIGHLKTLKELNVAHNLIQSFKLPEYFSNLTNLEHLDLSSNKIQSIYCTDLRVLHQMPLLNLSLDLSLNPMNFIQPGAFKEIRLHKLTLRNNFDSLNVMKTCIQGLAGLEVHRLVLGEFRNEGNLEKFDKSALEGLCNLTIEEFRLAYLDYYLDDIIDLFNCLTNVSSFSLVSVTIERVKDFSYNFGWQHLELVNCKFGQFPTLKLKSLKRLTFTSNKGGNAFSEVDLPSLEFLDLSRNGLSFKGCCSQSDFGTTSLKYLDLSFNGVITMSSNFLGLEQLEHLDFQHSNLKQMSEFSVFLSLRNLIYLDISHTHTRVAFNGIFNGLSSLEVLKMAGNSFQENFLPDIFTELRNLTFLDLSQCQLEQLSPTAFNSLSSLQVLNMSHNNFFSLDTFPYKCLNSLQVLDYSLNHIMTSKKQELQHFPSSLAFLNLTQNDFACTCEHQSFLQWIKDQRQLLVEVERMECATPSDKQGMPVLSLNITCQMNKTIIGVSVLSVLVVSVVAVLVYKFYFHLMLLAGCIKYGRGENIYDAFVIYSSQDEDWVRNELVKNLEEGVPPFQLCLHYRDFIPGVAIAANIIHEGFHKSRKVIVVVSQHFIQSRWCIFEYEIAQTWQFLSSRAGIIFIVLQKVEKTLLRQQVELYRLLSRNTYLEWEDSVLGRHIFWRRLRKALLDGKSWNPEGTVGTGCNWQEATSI
Target sequence (Q99836 whole entry, looked up): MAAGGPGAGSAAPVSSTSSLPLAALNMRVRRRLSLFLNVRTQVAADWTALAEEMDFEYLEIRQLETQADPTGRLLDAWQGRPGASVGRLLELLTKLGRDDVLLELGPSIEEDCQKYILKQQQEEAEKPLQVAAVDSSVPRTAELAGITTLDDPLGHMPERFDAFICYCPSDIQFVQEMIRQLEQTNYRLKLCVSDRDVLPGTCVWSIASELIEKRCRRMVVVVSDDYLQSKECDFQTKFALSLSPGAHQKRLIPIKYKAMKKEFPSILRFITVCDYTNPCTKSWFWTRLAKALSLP
STAT1 activator: STAT1 signaling activation | NIH 3T3 STAT1-luciferase reporter, IFN-gamma, luminescence; 100% = IFN-gamma alone, no compound | AID 932 | activation (% of control), % at 5.5 µM | actives 2.6% (n = 200,000);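 active = activation above the screen-wide mean activation plus 3 SD, cut at about 130% in these data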;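 note: raw ratio to IFN-gamma control signal so 100% means no change and 0% no light; values of inactives mirror those of a sister screen read the other way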
STAT3 blocker: STAT3 signaling inhibition; U3A cells, IL-6 STAT3-luciferase reporter, luminescence; host cell line lacks STAT1; inhibition, % at 5.5 µM; actives 0.89% (n = 190,000); AID 862;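 active = inhibition above the mean inhibition across all screened compounds plus 3 SD, cut at about 44% in these data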;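 note: 0% = DMSO only wells and 100% = 100 µM nifuroxazide control wells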
Diaphorase act: counter-screen for diaphorase-based assays: diaphorase activators and chemical reducers; activation factor at 20 µM; actives 0.005% (n = 190,000); AID 1229; Diaphorase/resazurin coupled assay, resorufin fluorescence, 16 min; hits give high values; 1 = vehicle wells, 0 = NADH-free wells;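 active = diaphorase activity raised at least twofold by the compound at 20 µM; inactive = activation factor below 2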
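System – purified diaphorase enzyme from Clostridium kluyveri · Input – enzyme 0.07 U/mL final · Also added – final NADH 0.114 mM, resazurin 0.1 mM · Measured by – fluorescence of resorufin, 544 nm excitation, 590 nm emission · Timing – 16 min enzyme reaction, ambient temperature · Measure – resorufin increase flagging diaphorase activators or reducers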
STAT3 activator: STAT3 signaling activation. actives 0.91% (n = 190,000). AID 871. activation (% of control), % at 5.6 µM. U3A cells, IL-6 STAT3-luciferase reporter, luminescence; 100% = signal with IL-6 EC80 alone;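 active = activation above the screen-wide mean of compound activation plus 3 SD, cut at about 130% in these data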;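 note: 0% = background luminescence of wells with medium and substrate only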
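Material: STAT3-luciferase reporter U3A cells. Controls: IL-6-treated wells, 100% activation. Read-out: % activation versus median of IL-6-stimulated wells. Probe or stimulus: IL-6 stimulus at 33 ng/mL final. Timing: compound 1 h, then IL-6 6 h at 37 °C. Signal: reporter luminescence signal.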
G6PDH CS: L. mesenteroides G6PDH inhibition counter-screen; inhibition, % at 5 µM; Purified L. mesenteroides G6PDH, diaphorase/resazurin coupled fluorescence, 45 min; actives 0.12% (n = 200,000); in the data active = inhibition above about 50%
* marks the source's active call; other numbers are inactive results; . = no result given. Outcome played no part in choosing rows. Share with any hit: about 6.1%.

SMILES	Diaph inh CS	APP transl inh	STAT1 blocker	Hsp70 activator	TLR4-MyD88 BLA	STAT1 activator	STAT3 blocker	Diaphorase act	STAT3 activator	G6PDH CS
COc1ccc(-c2[nH]n(-c3ccc([N+](=O)[O-])cc3)c(=O)c2C=NCc2ccncc2)cc1	-1	-6	-9	0.0	2	108	-11	1	109	-9
COc1cc(/C=N/NC(N)=O)c(Br)cc1OCC(=O)Nc1ccccc1C	2	-8	0	-0.3	-13	100	23	1	83	5
CCOC(=O)c1nn(-c2ccccc2C)c2nc(-c3ccc(C)cc3)c(C#N)c(=O)n12	22	-6	-3	-0.1	8	103	-5	0.8	110	4
CCO[C@H]1OC(C(=O)N2CCN(Cc3ccccc3)CC2)=C[C@@H](c2ccc(C(F)(F)F)cc2)[C@@H]1CCCO	16	-2	7	0.1	-4	95	.	0.8	.	2
Cc1ccc(CC(=O)N(Cc2ccccc2)c2ccccn2)cc1	-1	-17	7	-0.3	-6	94	8	1	97	6
Cc1ccc(NC(=S)NNC(=O)Nc2ccccc2)cc1	14	-37	-12	-0.1	0	110	1	0.9	102	17
COc1cc(OC)cc(C(=O)Nn2cc(C(=O)Nc3ccccc3F)c3ccccc3c2=O)c1	26	13	19	-0.5	4	84	-46	0.7	134*	-2
O=C(Nc1ccc2c(c1)OCCO2)c1ccc(Br)o1	2	-136	-28	0.0	-7	125	29	1	77	4
Cc1ccc(-c2csc(NC(=O)CSc3nc4ccccc4c(=O)n3CCCN(C)C)n2)cc1	-20	-5	1	0.1	5	98	15	1.2	91	10
O=C1c2ccccc2-c2c1cccc2C(=O)N1CCCCCC1	24	9	2	0.1	3	98	3	0.8	101	4
CCCC(=O)Nc1ccc(NC(=S)NC(=O)c2cccs2)cc1	15	-4	-10	-0.4	0	107	-1	0.8	104	10
CCN1CCN(C(c2cc3cc4c(cc3[nH]c2=O)OCO4)c2nnnn2C(C)(C)CC)CC1 (centres undefined)	-3	14	-9	-0.5	-6	106	4	1	100	4
COc1ccc(C(=O)CSc2nnc(-c3cccnc3)n2Cc2ccco2)cc1	10	-8	7	-0.2	-6	94	-6	0.9	107	5
Cc1ccc(-n2c(Cn3nc(C(F)(F)F)cc3C)n[nH]c2=S)cc1	14	-14	-1	-0.1	14	101	16	0.9	91	4
Cc1ccccc1Nc1nnc(C)c(=O)[nH]1	20	5	-3	-0.3	8	103	0	0.8	104	-6
Nc1n[nH]c(N)c1N=Nc1ccc(Cl)cc1Cl	15	-40	-17	-0.3	-6	115	19	0.9	85	10
CC1C=CC(C)C(C(=O)O)C1C(=O)O (centres undefined)	23	-15	8	-0.2	-5	92	0	0.8	103	0
CN1C(=O)CC(C(=O)O)SC1=Nc1cc(Cl)c(O)c(Cl)c1 (centres undefined)	6	12	-2	-0.2	-4	102	8	0.9	98	14
O=S(=O)(NCCc1csc(-c2ccc(C(F)(F)F)cc2)n1)c1ccc2c(c1)OCCO2	22	-4	7	-0.1	-14	94	14	0.8	95	2
C=CCN1CC(O)=C(c2nc3ccccc3[nH]2)C1=N	-9	-8	-19	0.1	-9	118	26	1.1	84	7
CCCc1cc(C(N)=O)c(NC(=O)c2cc(C)on2)s1	24	8	-4	0.2	4	105	14	0.8	89	-1
Cc1cc(N2C(=O)C3CCC(c4ccccc4)CC3C2=O)no1 (centres undefined)	14	1	-1	0.2	1	100	6	0.9	101	4
CN1CCN(C(=O)C(Cc2ccccc2)NS(=O)(=O)c2ccc3c(c2)CCC(=O)N3)CC1 (centres undefined)	4	6	4	-0.4	0	96	9	1	97	7
Cc1cc(NC(=O)CN2C(=O)NC(C)(CCc3ccccc3)C2=O)no1 (centres undefined)	5	-30	-4	0.4	1	104	-6	1	106	10
CCN(CC)S(=O)(=O)c1ccc(N2CCOCC2)c(C(=O)O)c1	8	-2	-1	-0.4	-2	101	6	0.9	100	-2
Cc1c(CN2CCc3c([nH]c4ccccc34)C2CC(C)C)cnn1C (centres undefined)	7	-3	10	-0.1	2	89	-43	0.9	139*	9
O=C(OCC1O[C@@H](OC(=O)c2cc(O)c(O)c(O)c2)[C@@H](OC(=O)c2cc(O)c(O)c(O)c2)[C@@H](OC(=O)c2cc(O)c(O)c(O)c2)[C@@H]1OC(=O)c1cc(O)c(O)c(O)c1)c1cc(O)c(O)c(O)c1 (some centres undefined)	71*	4	16	-0.2	5	86	10	0.3	89	-10
C/C(=N\NC(=O)CNC(=O)c1ccc2c(c1)OCO2)c1ccco1	15	15	4	-0.4	-5	97	5	0.9	98	11
Oc1c(Br)cc2oc3c(c2c1CNCc1ccccc1)CCCC3	14	20	-2	-0.3	1	102	-14	0.9	112	22
CCN1C(=O)CC(N2CCOCC2)C1=O (centres undefined)	4	2	4	-0.2	10	97	7	1	99	2
CC(=O)OC(C#CCN1CCOCC1)c1ccccc1 (centres undefined)	10	2	-7	-0.4	-3	102	-4	0.9	103	-3
CCOc1ccc(-c2cn(S(=O)(=O)c3cccc4nsnc34)nc2N)cc1	27	-8	-4	-0.7	2	104	10	0.7	93	-6
CCOc1ccccc1NC(=O)Cc1coc2cc(C)ccc12	8	-2	6	0.6	5	95	9	0.9	96	4
CN(C)Cc1nc2ccccc2c(=O)n1Cc1nc(-c2cccc([N+](=O)[O-])c2)cs1	-1	11	27	-0.1	1	74	7	1	96	-3
CC(C)(C)Nc1nc(Cl)nc(N(C#N)CN2C(=O)c3ccccc3S2(=O)=O)n1	.	-4	6	-0.1	19	94	5	.	101	11
Cc1ccc(C(=O)Nc2ccc(N3CCN(C(=O)c4ccco4)CC3)cc2)cc1	4	-6	-15	-0.3	-5	114	20	1	87	8

Profiles, quoted from the list:
Listed for C/C(=N\NC(=O)CNC(=O)c1ccc2c(c1)OCO2)c1ccco1 → Diaph inh CS: 15; APP transl inh: 15; STAT1 blocker: 4; Hsp70 activator: -0.4; TLR4-MyD88 BLA: -5; STAT1 activator: 97; STAT3 blocker: 5; Diaphorase act: 0.9; STAT3 activator: 98; G6PDH CS: 11
Listed for Cc1c(CN2CCc3c([nH]c4ccccc34)C2CC(C)C)cnn1C (centres undefined) → Diaph inh CS: 7; APP transl inh: -3; STAT1 blocker: 10; Hsp70 activator: -0.1; TLR4-MyD88 BLA: 2; STAT1 activator: 89; STAT3 blocker: -43; Diaphorase act: 0.9; STAT3 activator: 139*; G6PDH CS: 9

Next section
SMILES	Diaph inh CS	APP transl inh	STAT1 blocker	Hsp70 activator	TLR4-MyD88 BLA	STAT1 activator	STAT3 blocker	Diaphorase act	STAT3 activator	G6PDH CS
Cc1cn2c(nc(=O)c3cccnc32)s1	8	8	0	-0.3	-13	100	8	0.9	95	2
Cc1cc(C)n(C(=O)CNc2ccc(C)c(C)c2)n1	2	3	2	-0.3	-5	100	4	1	98	12
CC(C)CN(C(=O)CSc1nncs1)c1c(N)n(CC(C)C)c(=O)[nH]c1=O	6	-5	-1	-0.2	-5	101	8	0.9	94	0
Cc1ccc(S(=O)(=O)N(C)CC(=O)Nc2ccncc2)cc1	9	10	-2	-0.3	-30	102	15	0.9	90	-1
CN(C)S(=O)(=O)c1ccc(Oc2ccc(S(=O)(=O)N(C)C)cc2)cc1	-4	8	24	-0.3	1	78	28	1	79	22
CC(=O)Nc1ccc(C(=O)N/N=C/c2cccnc2)cc1	0	4	4	-0.4	-18	96	0	1	100	0
COC(=O)c1cc2occc2n1CC(=O)Nc1cc(OC)cc(OC)c1	14	0	9	-0.3	3	92	-2	0.9	104	-2
O=C1c2ccccc2-c2onc3ccc(N4CCCC4)c1c23	33	25	11	-0.2	2	91	18	0.7	89	34
C=CCN(CC=C)S(=O)(=O)c1ccc(C(=O)Nc2nnc(CSC)o2)cc1	7	-8	-4	-0.3	7	104	0	0.9	100	0
c1ccc(Nc2nc(-c3cccnc3)cs2)nc1	-4	-194	-49	0.4	-4	144*	18	1	88	10
Cc1noc(C)c1COc1ccc(C(=O)OCC(=O)NCc2ccccc2Cl)cc1	15	8	8	-0.2	-11	93	-2	0.9	102	7
CCn1c(=S)ccc2ccc(OC)cc21	18	-11	5	-0.1	-4	96	-7	0.8	108	-11
CSCCC(C(=O)OCC(=O)c1ccc(C)c(C)c1)N1C(=O)c2ccccc2C1=O (centres undefined)	13	-11	12	-0.1	-9	90	-4	0.9	101	-12
CC(C)CC1NC(=O)N(CC(=O)N2CCN(S(=O)(=O)c3ccccc3)CC2)C1=O (centres undefined)	11	-9	0	-0.1	-11	100	17	0.9	89	1
CCOC(=O)c1c(C)[nH]c(C(=O)NCc2ccco2)c1C	12	11	-8	0.0	12	108	19	0.9	88	1
CCc1ccc(C(=O)COC(=O)C(Cc2ccccc2)NC(=O)c2ccc(Cl)cc2)cc1 (centres undefined)	12	2	-6	0.0	-9	106	8	0.9	99	7
O=C(COC(=O)c1cnccn1)c1ccc2c(c1)CCCC2	2	-11	0	-0.3	16	100	3	1	100	10
NC(=O)CCC(=O)N1CCCC(C(=O)c2ccc3c4c(cccc24)CC3)C1 (centres undefined)	.	-8	3	-0.1	-2	97	7	.	99	8
O=C(Nc1ccc(F)cc1F)N1CCC(c2nc3ccccc3o2)CC1	10	-14	-5	-0.1	-8	104	20	0.9	91	6
O=C(OCC(=O)N1CCN(C(=O)c2ccco2)CC1)c1cc(-c2ccc(F)cc2)nc2ccccc12	36	16	-1	0.1	6	101	31	0.6	75	-1
Cc1ccc(/C(N)=N/OC(=O)c2cccc(F)c2)cc1	12	-15	-40	0.0	10	137*	-34	0.9	128	14
COc1ccc(Br)cc1C(=O)NCc1cccnc1	-3	-6	0	-0.1	-20	100	2	1	101	12
Cc1ccc(N/C=C(/C#N)c2ccsc2)cc1C	26	-105	-107	0.1	-6	193*	-21	0.7	117	-1
Cc1ccc(S(=O)(=O)N2CCN(CCC#N)CC2)cc1	8	-2	-2	-0.2	-11	102	7	0.9	95	14
CC(=O)CCc1ccc(OC(=O)c2cccnc2)cc1	9	-13	-4	-0.2	-15	103	-4	0.9	106	10
Cc1cc(C(=O)CSc2nnc(-c3cccnc3)n2-c2ccccc2F)c(C)n1CC1CCCO1 (centres undefined)	14	-1	-5	-0.3	4	105	6	0.9	99	9
Cc1cc(C)n(-c2nc(O)cc(=O)[nH]2)n1	4	-8	-4	-0.1	4	102	-3	1	105	18
O=C(O)/C=C/c1ccc2c(-c3ccccc3)onc2c1	7	7	5	-0.2	-24	96	11	0.9	89	5
C#CCNc1nc(C(C)C)nc2c1nnn2Cc1ccccc1F	10	8	12	-0.4	9	89	5	0.9	101	2
